# Yp Topo-I inh = Yersinia pestis topoisomerase I inhibitors, primary screen, biochemical, cleavage product accumulation, plate reader, single point; Y. pestis Topo-I cleavage product accumulation; DNA topoisomerase I (Yersinia pestis CO92); activity, % at 10 µM; actives 0.064% (n = 360,000); in the data active = activity above about 50%, passing the limit was not always enough; inconclusive = no clear call, values can overlap the other calls; also: inactives centre near 2
# SARS 3CLpro inh = SARS-CoV 3CLpro protease inhibitors, primary screen, biochemical, quenched FRET; actives 0.14% (n = 290,000); inhibition, % at 6 µM; recombinant SARS-CoV 3CLpro, quenched FRET peptide cleavage; AID 1706, 2009; in the data active = inhibition above about 12%
# TcdB inh = TcdB glycohydrolase inhibitors, primary screen, biochemical, single point, plate reader; TcdB glycohydrolase enzymatic assay; AID 652162, 2013; inhibition, % at 9.99 µM; actives 0.24% (n = 350,000); in the data active = inhibition above about 10%
# SSB-PriA inh = inhibitors of Klebsiella pneumoniae PriA binding to SSB C-terminal tail, primary screen, biochemical, AlphaScreen; AlphaScreen SSBct-PriA binding, biotinylated peptide; inhibition, % at 33 µM; actives 0.6% (n = 430,000); AID 1272365, 2023; in the data active = inhibition mostly above about 37%, no sharp cut-off; inactive = mostly below about 20%;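 also: plate controls were negative control peptide for no effect and reference peptide for full effect; strong numbers were not always called active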
# DUSP3 inh = VHR1 phosphatase inhibitors, primary screen, biochemical, absorbance, uHTS; inhibition, % at 13.3 µM; Dual specificity protein phosphatase 3 (Homo sapiens), P51452; AID 1654, 2009; recombinant VHR phosphatase, pNPP absorbance; actives 0.52% (n = 290,000); in the data active = inhibition above about 50%; also: some compounds called inactive have numbers as strong as hits
# Target sequence (P51452 whole entry, looked up): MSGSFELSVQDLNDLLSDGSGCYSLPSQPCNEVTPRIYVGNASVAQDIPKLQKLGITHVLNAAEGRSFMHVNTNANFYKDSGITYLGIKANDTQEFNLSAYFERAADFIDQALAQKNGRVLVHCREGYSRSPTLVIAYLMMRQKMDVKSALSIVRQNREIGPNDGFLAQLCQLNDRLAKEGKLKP
# MazF activator = activators of E. coli MazEF toxin-antitoxin RNase, primary screen, biochemical, fluorescence, uHTS; activation, % at 20 µM; actives 0.32% (n = 350,000); AID 504720, 2011; Endoribonuclease toxin MazF (Escherichia coli (strain K12)), P0AE70; FAM/BHQ RNA-DNA oligo cleavage fluorescence, 5 h; in the data active = activation above about 50%
# Target sequence (P0AE70 whole entry, looked up): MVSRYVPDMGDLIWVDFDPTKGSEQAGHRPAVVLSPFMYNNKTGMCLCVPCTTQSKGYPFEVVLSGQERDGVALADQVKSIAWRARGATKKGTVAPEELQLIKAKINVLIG
# Anthrax LF inh2 = Bacillus anthracis LF protease inhibitors, primary screen, biochemical, multiplex microsphere, MLPCN library; Lethal factor (Bacillus anthracis), P15917; multiplex microsphere protease cleavage assay; inhibition, % at 10 µM; actives 0.12% (n = 360,000); AID 588501, 2011; in the data active = inhibition above about 30%; inconclusive = no clear call, values can overlap the other calls; also: plate controls were buffer without enzyme for full effect and enzyme alone for no effect
# PfHsp40 rescue = rescue of yeast from PfHsp40 toxicity, primary screen, S. cerevisiae, ATP luminescence; S. cerevisiae expressing PfHsp40, growth rescue; growth rescue, % at 12.5 µM; actives 0.68% (n = 340,000); AID 504582, 2011; in the data active = growth rescue above about 28%, passing the limit was not always enough; inconclusive = no clear call, values can overlap the other calls;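 also: yeast W303a lacking pdr1 and pdr3 grown in galactose medium; growth measured after three days at 30 °C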
# Rv3671c inh = Rv3671c serine protease inhibitors, primary screen, biochemical, fluorescence polarization, M. tuberculosis H37Rv; inhibition, % at 5.96 µM; P9WHR9; actives 0.048% (n = 320,000); in the data active = inhibition above about 38%;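 also: extracellular domain of Rv3671c used as enzyme; 0% = enzyme with DMSO and 100% = no enzyme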
# Target sequence (P9WHR9 whole entry, looked up, the tested form may be a part): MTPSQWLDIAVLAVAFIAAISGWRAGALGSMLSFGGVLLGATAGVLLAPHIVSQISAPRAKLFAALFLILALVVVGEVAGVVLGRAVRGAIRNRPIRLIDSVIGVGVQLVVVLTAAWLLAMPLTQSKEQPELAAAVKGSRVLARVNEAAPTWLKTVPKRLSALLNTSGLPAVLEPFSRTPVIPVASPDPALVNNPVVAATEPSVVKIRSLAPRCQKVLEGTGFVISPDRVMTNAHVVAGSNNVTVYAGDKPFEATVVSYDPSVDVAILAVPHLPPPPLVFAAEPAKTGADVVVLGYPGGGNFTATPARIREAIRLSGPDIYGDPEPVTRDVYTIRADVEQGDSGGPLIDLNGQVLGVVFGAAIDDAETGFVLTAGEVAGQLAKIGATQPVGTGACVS
# BH1578 lux ind = inducers of Vibrio cholerae quorum light production without autoinducers, primary screen, BH1578 luxS cqsA deficient, single point | V. cholerae BH1578 lux reporter, luminescence, 6 h | activation, % at 18.7 µM | actives 0.16% (n = 350,000) | AID 588436, 2011; in the data active = activation mostly above about 9.7%, no sharp cut-off; inconclusive = no clear call, values can overlap the other calls; inactive = mostly below about 3.7%; also: not every result past the cut was called active; inactives centre near 0; reference of the scale not given here
# * = called active by the depositor; i = inactive; ? = inconclusive; . = not tested or not shown; & = joins results of further samples. Only part of the results is shown (hit frequency here may not be typical).
# Results follow in this order: Yp Topo-I inh	SARS 3CLpro inh	TcdB inh	SSB-PriA inh	DUSP3 inh	MazF activator	Anthrax LF inh2	PfHsp40 rescue	Rv3671c inh	BH1578 lux ind
1: CCOC(=O)c1cccc(NC(=O)CCn2c(=O)oc3ccccc32)c1
→ 15	3	0.5	-2	12	7	-6	0.7	-9	-0.1
2: COc1cccc(NC(=O)NC2(C(F)(F)F)Oc3ccccc3O2)c1
→ -1	-4	.	3	-3	-1	-3	-0.5	10	3.2
3: CCN(CC)C(=O)c1ccc2nc([C@@H]3O[C@H](CO)[C@H](O)[C@H](O)[C@H]3O)[nH]c2c1
→ 6	.	0.6	.	.	.	1	.	.	-0.3
4: Cc1cccc(C)c1N1CCN(c2n[nH]c(N)n2)CC1
→ 5	3	1.3	-11	7	17	-10	1.0	0	-0.6
5: COC(=O)CN(C#N)c1nc(NC(C)C)nc(NC(C)C)n1
→ -6	4	1.5	2	16	2	1	0.0	3	1.1
6: O=S(=O)(Nc1ccccn1)c1ccc(Cl)cc1
→ -9	0	.	-14	6	6	0	-1.4	-5	4.2
7: Nc1c2c(nn1-c1ccc(F)cc1)CSC2
→ 10	6	3.9	-9&-10	0	3	-2	-0.1	-6	-0.3
8: O=C(Cn1ccc(NC(=O)OCc2ccccc2)nc1=O)NCC1CCCO1 (stereo unspecified)
→ -1	.	-0.4	-5	.	-11	-6	-0.9	2	i
9: CCn1cc(C(=O)NCC2CCCO2)c(=O)c2cc(S(=O)(=O)N3CCCCCC3)ccc21 (stereo unspecified)
→ 28	-1	.	-4	13	-1	2	-0.7	12	-0.3
10: Cn1c2ccccc2n2c(=O)c(Cl)c(-c3ccccc3)c(C#N)c12
→ -7	-5	.	-14	-7	8	-2	-0.7	0	-1.5
11: COCC1=C(C(=O)OC(C)OC(=O)OC(C)C)N2C(=O)[C@@H](NC(=O)/C(=N\OC)c3csc(N)n3)[C@H]2SC1 (stereo partly specified)
→ 11	.	1.1	.	.	-7	3	0.1	-5	-3.8
12: O=C(Nc1ccccc1)c1cc(C2CCCCN2S(=O)(=O)c2cccs2)on1 (stereo unspecified)
→ 23	.	0.8	.	.	.	-2	.	.	i
13: CCCN1CCN(C(=O)c2oc3ccccc3c2NC(=O)COc2ccc(OC)cc2)CC1
→ 5	-1	2.4	-7	10	3	-1	-1.8	-3	-0.3
14: O=C(O)C1CCCN(S(=O)(=O)c2ccccc2[N+](=O)[O-])C1 (stereo unspecified)
→ -13	-3	-0.2	-9	4	7	-8	-1.0	1	-1.7
15: COc1ccc(C(=O)Nc2ccc3c(c2)Cc2ccccc2-3)cc1
→ 2	3	.	-14	20	1	1	0.9	-7	.
16: COc1cc(NC(=O)C2C3C=CC(C3)C2C(=O)O)c(OC)cc1Cl (stereo unspecified)
→ -10	-5	1.5	13	2	3	-7	0.2	0	-0.6
17: COc1ccc(CC(=O)N/N=C(\C)CC(=O)Nc2ccc(N(C)C)cc2)cc1OC
→ -10	5	-2.9	.	25	11	20	0.4	-5	-0.1
18: Cc1oc(-c2ccc3c(c2)OCCO3)cc1C(=O)NC(CCC(=O)O)C(=O)O (stereo unspecified)
→ 3	0	.	2	25	-1	-1	-1.1	6	i
19: COc1ccc(OC)c(NCCN2C(=O)c3ccccc3C2=O)c1
→ -1	.	-18	.	.	2	-5	.	.	i
20: O=C(COC(=O)c1ccc(S(=O)(=O)N2CCOCC2)cc1)NC1CCCC1
→ 14	-5	.	-13	3	3	-5	-0.7	0	-3.4
21: Cc1ccc(S(=O)(=O)N2CC=C(C(=O)NC3CCCC3)CC2)cc1
→ 6	-1	0.6	18	-4	5	1	0.8	-6	i
22: Cc1ccc2nc(N(CCN(C)C)C(=O)c3ccc4c(c3)OCCO4)sc2c1
→ 13	-1	-0.9	18&11	18	3	-2	0.1	-8	0.4
23: COc1cccc(C(=O)Nc2cccc(C(=O)NC3=NN(c4c(Cl)cc(Cl)cc4Cl)C(=O)C3)c2)c1
→ -10	1	.	-8	8	-19	0	-1.1	-56	-0.6
24: CCCc1ccc(Oc2cn[nH]c2-c2ccc(O)c(C)c2O)cc1
→ -7	0	.	30	-17	14	2	83*	-10	i
25: Cc1n[nH]c(=O)nc1NCCc1ccccc1
→ 1	5	.	-13	26	1	-6	-1.2	2	-0.7
26: CCC(C)C(NC(N)=O)C(=O)Nc1ccc(OCc2ccccc2)cc1 (stereo unspecified)
→ -1	1	0.2	-7	-7	-38	0	-0.5	-4	i
27: CCOc1ccccc1NC(=O)NC1(C(=O)NCC2CCCO2)CCCCC1 (stereo unspecified)
→ 6	-2	2.8	-5	48	6	5	0.8	-6	-0.1
28: COc1cc(NS(=O)(=O)c2ccc(NC(=O)c3ccc(C)o3)cc2)nc(OC)n1
→ 4	4	.	-10	4	5	-8	0.8	-5	i
29: CCCCC(=O)Nc1ccc(C(=O)N2CCCC(C(=O)OCC)C2)cc1 (stereo unspecified)
→ 0	2	.	2	-28	-7	-3	-0.4	5	i
30: O=[N+]([O-])c1ccc(/C=[N+](\[O-])CCO)o1
→ 4	-2	1.0	.	53*	-6	-2	0.0	-7	1.4
31: Cc1cccc2cc(CN(CCCO)C(=O)Nc3ccc(Cl)cc3)c(=O)[nH]c12
→ 14	-1	.	10	13	3	0	-0.3	.	-0.6
32: COc1cc(C(=O)Nc2cccc(-c3nncn3C)c2)cc(OC)c1OC
→ 3	8	.	3	-12	-3	-7	-1.4	-2	i
33: C=CCN(C(=O)Nc1ccc(Cl)cc1)C1CC(=O)N(c2ccc(OC)cc2)C1=O (stereo unspecified)
→ 1	4	.	-6	-5	1	2	-1.5	-6	-2.9
34: Cc1cc(NS(=O)(=O)c2ccc(NC(=O)COc3ccccc3C(C)(C)C)cc2)no1
→ 10	11	1.8	-5	-4	2	0	0.5	-4	1.2
35: CSC1=C(C#N)C(C)C2=C(CC(C)(C)CC2=O)N1 (stereo unspecified)
→ 1	-5	.	-15	0	-4	-1	-1.6	2	-0.3
36: O=C(c1ccccc1)N(CCCl)C(=O)N(CCCl)C(=O)c1ccccc1
→ 7	.	-0.3	.	.	4	2	.	.	-0.7
37: COc1ccc(-c2cc(NC(C)=O)c3ncc(-c4cccc(C(C)=O)c4)n3c2)cc1OC
→ 28	.	-0.2	.	.	.	-5	.	.	0.2
38: Cc1ccccc1CC(=O)OCC(=O)Nc1ccc(C)c(S(=O)(=O)N2CCCCC2)c1
→ 20	.	0.0	0	.	-2	-9	3.4	-10	-0.5
39: Cc1nnc(N2CCC(C(=O)NC3CCC(C)CC3)CC2)c2nn(-c3ccc(Cl)cc3)c(C)c12 (stereo unspecified)
→ 6	3	.	2	5	-8	0	-0.3	-9	-0.2
40: Nc1nnc(SCC(=O)Nc2nccs2)s1
→ 8	2	0.4	-13	-35	-17	7	-0.5	-2	-0.1
41: COc1cccc(CN2CCN(C(=O)c3ccco3)CC2)c1
→ -5	0	0.7	-8	-8	-23	-8	-0.6	-2	-2.0
42: CC(C)c1ccc(NC(=O)CN2C(=O)NC(C)(C3CC3)C2=O)cc1 (stereo unspecified)
→ -3	.	-0.7	-1	.	1	.	1.2	4	-0.6
43: CSc1nnc(CCNC(=O)OC(C)(C)C)o1
→ 4	0	-0.1	-1	9	11	6	-0.1	6	-0.6
44: COc1cccc(-n2nc(C(C)=O)c(=O)[nH]c2=O)c1
→ -16	4	0.2	-6	-12	3	-2	0.1	5	-0.2
45: COc1ccc(C2CC(c3ccccc3OC(C)=O)=NN2C(C)=O)cc1 (stereo unspecified)
→ -2	1	-0.2	-21	1	-11	4	0.4	1	i
46: Cc1c(C(=O)N2CCN(Cc3ccc4c(c3)OCO4)CC2)sc2ncnc(N3CCN(c4ccccc4)CC3)c12
→ 42	6	-2.0	11	44	-14	-1	-0.4	-9	-0.4
47: CCOc1ccc2nc(SCC(=O)NCc3ccc(OC)c(OC)c3)[nH]c2c1
→ -4	4	0.4	19	9	0	-2	-1.3	-7	i
48: Cc1ccc(C)c(NS(=O)(=O)c2ccc3c(c2)NC(=O)CO3)c1
→ 6	1	0.8	1	2	8	2	-0.5	-3	-0.3
49: O=C1/C(=C\c2ccc(Br)o2)Cc2ccccc21
→ 8	0	.	2	-8	-2	1	1.0	-7	-0.6
50: COc1ccc(CCNC(=O)C2CCCN(S(=O)(=O)N3CCCCCC3)C2)cc1OC (stereo unspecified)
→ 6	-2	-0.2	-4	5	12	-4	1.7	-10	-3.4
51: Cc1nnc2sc(-c3cccc(NC(=O)c4cccnc4)c3)nn12
→ 4	-4	.	6	4	3	-4	-0.3	-1	-1.4
52: Cc1[nH]c2ccccc2c1CCNC(=O)c1ccc2nccnc2c1
→ 9	4	0.5	-3	12	6	2	2.8	5	i
53: CC1=NOC(=O)/C1=C/c1ccc(O)c(Cl)c1
→ 2	0	-0.5	2	21	-35	-5	2.4	-3	-6.7
54: C[C@@H]1COC(=O)[C@@H](CC(=O)OC(C)(C)C)C/C=C\C[C@@H](CC(=O)NCCO)C(=O)N1
→ 3	.	0.9	-11	.	8	-3	0.6	0	i
55: N#Cc1cccc(Nc2c3c(nc4ccccc24)CCC3)c1
→ 8	-2	-0.1	-7	10	-1	13	-0.8	0	i
56: CCOc1cc(-c2noc(CCCC(N)=O)n2)cc(Br)c1OC
→ 11	4	.	-18	-27	-2	-8	-0.3	-4	0.4
57: O=C(NNC(=O)c1cccc2ccccc12)c1ccco1
→ 5	2	.	-11	24	-4	2	-1.3	-2	i
58: CC1CCCC(NC(=O)c2cc(-c3ccncc3)nc3ccccc23)C1C (stereo unspecified)
→ 4	.	1.4	-17	.	-9	?	0.3	.	i
59: O=C(CN1CCCC1)Nc1ccc2c(c1)CCC2
→ 3	1	-0.1	0	9	-16	0	-2.1	1	0.7
60: Cc1cccc(C)c1NC(=O)CC(NCCc1ccccc1)C(=O)O (stereo unspecified)
→ -5	-2	.	-14	-14	7	1	0.7	10	-0.6
61: Cc1ccc(CNC(=O)COc2ccc(C)nc2[N+](=O)[O-])cc1
→ -3	-5	-1.1	4	4	2	-1	-0.9	10	-3.8
62: Cc1ccccc1C(=O)NC1CCN(CC(=O)Nc2ccc3c(c2)OCO3)CC1
→ -1	0	1.3	3	-6	7	-4	-1.4	0	-0.4
63: CCOC(=O)CC1C(=O)NCCN1C(=O)Nc1ccc(Cl)cc1 (stereo unspecified)
→ -2	6	.	-22	18	1	-1	-0.2	-5	i

# Quoted from above: compounds 59–63
# Results follow in this order: Yp Topo-I inh	SARS 3CLpro inh	TcdB inh	SSB-PriA inh	DUSP3 inh	MazF activator	Anthrax LF inh2	PfHsp40 rescue	Rv3671c inh	BH1578 lux ind
59: O=C(CN1CCCC1)Nc1ccc2c(c1)CCC2
→ 3	1	-0.1	0	9	-16	0	-2.1	1	0.7
60: Cc1cccc(C)c1NC(=O)CC(NCCc1ccccc1)C(=O)O (stereo unspecified)
→ -5	-2	.	-14	-14	7	1	0.7	10	-0.6
61: Cc1ccc(CNC(=O)COc2ccc(C)nc2[N+](=O)[O-])cc1
→ -3	-5	-1.1	4	4	2	-1	-0.9	10	-3.8
62: Cc1ccccc1C(=O)NC1CCN(CC(=O)Nc2ccc3c(c2)OCO3)CC1
→ -1	0	1.3	3	-6	7	-4	-1.4	0	-0.4
63: CCOC(=O)CC1C(=O)NCCN1C(=O)Nc1ccc(Cl)cc1 (stereo unspecified)
→ -2	6	.	-22	18	1	-1	-0.2	-5	i

# High-throughput results (PubChem)
